TDP-43 yeast inh: inhibitors of TDP-43 toxicity in yeast; TDP-43 expressing yeast growth rescue, BacTiter-Glo, 24 h; AID 652104; hit rate 1.8% among 410,000; Potency, µM (highest dose often 46.1 µM), inactives show at the highest dose growth rescue (activation), actives largely listed as activators; further: % of control where 0% means no effect; nearly all actives have a fitted effect of over 50% in size
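Luminescence from BacTiter-Glo reports growth of TDP-43-expressing yeast after 24 hr at 30 deg C with compound. Cells were raffinose-pregrown to mid-log, then seeded in galactose medium at OD600=0.02.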
HT1080 IDH1KD tx: HT-1080 IDH1 knockdown cell toxicity (counter line) | hit rate 2% among 360,000 | Potency, µM (titrated, usually from 46.1 µM), for the others: at the top dose activity, negative = toxicity, usual class: cytotoxic | HT-1080 IDH1 knockdown viability, ATP luminescence, 48 h | AID 686971;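 further: 0% = DMSO wells and -100% = cell-free medium wells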
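After a 2 h attachment period, IDH1KD HT-1080 cells took pin-transferred compound for 48 h at 37 °C; ATP-based luminescence after 10 min room-temperature reagent incubation reported viability.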
GLP1R inv ag: GLP-1 receptor (human) inverse agonism | Potency, µM (titrated, usually from 38.3 µM), for the others: top-dose activity change, negative = inhibition, most hits filed as inhibitors | hit rate 1.6% among 410,000 | HEK293 GLP-1R CRE-luciferase, luminescence, 24 h; GLP-1R form is constitutively active; further: on the % scale 0 is the no-effect control and ±100 the full control effect; nearly all actives have a fitted effect of over 55% in size
Target sequence (P43220 whole entry, looked up): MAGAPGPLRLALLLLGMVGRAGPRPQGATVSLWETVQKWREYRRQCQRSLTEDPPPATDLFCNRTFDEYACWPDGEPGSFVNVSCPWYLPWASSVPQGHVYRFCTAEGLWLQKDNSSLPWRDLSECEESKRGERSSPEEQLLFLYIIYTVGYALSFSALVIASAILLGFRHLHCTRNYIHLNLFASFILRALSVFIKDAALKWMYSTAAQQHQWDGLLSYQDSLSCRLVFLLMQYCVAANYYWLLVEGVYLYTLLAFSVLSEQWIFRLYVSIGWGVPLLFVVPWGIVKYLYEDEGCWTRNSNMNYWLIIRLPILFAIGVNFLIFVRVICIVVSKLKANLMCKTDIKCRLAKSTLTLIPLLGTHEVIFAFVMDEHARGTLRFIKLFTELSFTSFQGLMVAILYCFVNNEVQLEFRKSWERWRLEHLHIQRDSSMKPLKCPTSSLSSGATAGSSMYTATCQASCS
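HEK293 cells stably co-expressing constitutively active GLP-1R and a cAMP-responsive luciferase reporter were seeded in DMEM with 10% Nu serum, given compounds after 12 h, and incubated 24 h at 37 deg C. Luminescence was then read.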
HEK293 tox: cytotoxicity counter-screen for GLP-1 receptor inverse agonists; HEK293 cAMP-luciferase reporter cells, luminescence, 24 h; Potency, µM (top dose mostly 38.3 µM), for the others: at the highest dose activity change, negative = inhibition, most hits filed as inhibitors; hit rate 0.13% among 410,000; AID 624418;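 further: loss of luciferase light is scored as toxicity; on the % scale 0 is the no-effect control and ±100 the full control effect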
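Here, cytotoxicity is scored as loss of luminescence. The MLSMR collection was tested on cells seeded in medium containing 10% Nu serum, with a 24 hr compound exposure preceded by 12 hours of culture.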
HT1080-NT tox: kills 2HG-producing HT-1080-NT fibrosarcoma cells; HT-1080-NT fibrosarcoma viability, CellTiter-Glo ATP luminescence, 48 h; Potency, µM (titrated, usually from 46.1 µM), for inactives: at the top dose activity, negative = less viability, hits mostly cytotoxic; hit rate 1.6% among 360,000; AID 686970;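 further: NT is the 2HG producing partner of a matched IDH1 knockdown line; 0% = DMSO-treated cells and -100% = media-only wells without cells; nearly all actives have a fitted effect of over 55% in size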
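Toxicity toward the 2HG-producing NT line was scored as %Activity, normalised to DMSO and no-cell wells, from CellTiter-Glo luminescence after 48 hours' treatment.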
SW480 rerep: induces DNA re-replication in SW480 colon adenocarcinoma cells; SW480 DNA re-replication, Hoechst DNA content imaging, 48 h; Potency, µM (series often up to 46.1 µM), inactives show at the top dose re-replication activation, most hits filed as activators; hit rate 1.8% among 340,000; further: % of control where 0% means no effect; nearly all actives have a fitted effect of over 55% in size
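Quantitative HTS format with DMSO vehicle controls; 48 hr drug incubation at 37 C, then 40 min Hoechst staining and scanning imager measurement at 405 nm excitation.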
KB-3-1 cytotox: kills parental KB-3-1 adenocarcinoma cells | hit rate 1.4% among 400,000 | Potency, µM (series often up to 46.1 µM), for the others: top-dose activity change, negative = cytotoxic, hits mostly cytotoxic | KB-3-1 viability, CellTiter-Glo ATP luminescence, 72 h | AID 1347075; further: on the % scale 0 is the no-effect control and ±100 the full control effect; nearly all actives have a fitted effect of over 60% in size
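Cytotoxicity measured as CellTiter-Glo luminescence after 72 h at 37 C. Compound titrations were pinned onto drug-naive KB-3-1 parental adenocarcinoma cells grown in DMEM with 10% FBS, and normalized data fitted to concentration-response curves.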
GLP-1R agonist: agonists of human GLP-1 receptor. HEK293 GLP-1R CRE-luciferase, luminescence, 4-6 h; cells express a hypersensitive GLP-1R form. Potency, µM (series often up to 45.6 µM), for inactives: at the highest dose activation, hits mostly activators. hit rate 0.007% among 380,000; further: % of control where 0% means no effect
KB-V1 MDR tox: KB-V1 MDR subline cytotoxicity | KB-V1 MDR cells viability, CellTiter-Glo, 72 h | Potency, µM (highest dose often 46.1 µM), for the others: at the highest dose activity change, negative = cytotoxicity, most hits filed as cytotoxic | hit rate 3.4% among 400,000; further: on the % scale 0 is the no-effect control and ±100 the full control effect; nearly all actives have a fitted effect of over 60% in size
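Cytotoxicity via CellTiter-Glo luminescence after 72 h compound exposure at 37 degrees C. Cells: drug-selected KB-V1 line, DMEM phenol-red free plus 10% FBS. Compounds tested at multiple concentrations; normalized data fitted to concentration-effect curves.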
* marks the source's active call; other numbers are inactive results; ? = inconclusive; . = no result given; & = joins results of further samples; [ ] = remark or other dose. The call rests on the fitted dose curve; in most records, active means well fitted curve in the direction sought with a large enough effect; inconclusive means small, poorly fitted or top-dose-only effect, or another doubt; inactive means no such curve, though single readings can be large; an effect the other way counts as inactive or inconclusive. Potency means the concentration at half of the fitted maximal effect.

mol,HEK293 tox,SW480 rerep,HT1080-NT tox,TDP-43 yeast inh,KB-V1 MDR tox,GLP-1R agonist,GLP1R inv ag,HT1080 IDH1KD tx,KB-3-1 cytotox
COCC1CCCCN1C(=O)c1ccc(OC)c(OC2CCN(C(C)C)CC2)c1 (stereo not drawn),-1.6%,?,-0.7%,12.9%,-2.9%,15.1%,21.2%,3.9%,0.5%
CCc1ccc(N2C(=O)CC(N3CCN(Cc4ccc5c(c4)OCO5)CC3)C2=O)cc1 (stereo not drawn),-10.0%,-4.8%,-8.2%,-5.4%,13.3%,-2.7%,?,0.3%,3.1%
COc1ccc(-c2cc(C(F)(F)F)n3nc(C(=O)N4CCCCC4)cc3n2)cc1,13.6%,7.4%,-2.7%,-9.4%,?,1.0%,0.0%,-0.6%,4.9%
CCCCn1c(N)c(N(CC)C(=O)c2ccc(N3CCCC3=O)cc2)c(=O)[nH]c1=O,-8.7%,-38.5%[inhibitor],?,-9.0%,2.3%,7.6%,34.2%,5.3%,4.6%
CCC(C)C(N)C1=NC(C(=O)N[C@@H](CC(C)C)C(=O)N[C@H](CCC(=O)O)C(=O)N[C@H](C(=O)N[C@H]2CCCCNC(=O)[C@H](CC(N)=O)NC(=O)[C@@H](CC(=O)O)NC(=O)[C@H](Cc3cnc[nH]3)NC(=O)[C@@H](Cc3ccccc3)NC(=O)[C@H]([C@@H](C)CC)NC(=O)[C@@H](CCCN)NC2=O)[C@@H](C)CC)CS1 (stereo partly drawn),6.8%,6.4%,12.0%,9.9%,13.0%,23.3%,26.2%,9.3%,0.0%
COc1ccc(-c2csc(NC(=O)C3CCCO3)n2)cc1 (stereo not drawn),0.0%,1.9%,7.5%,12.5%,-16.9%,4.2%,0.0%,15.6%,-0.8%
COCCCN1C(=O)c2[nH]nc(-c3cc(C)cc(C)c3O)c2C1c1ccc(O)c(OC)c1 (stereo not drawn),-10.4%,?,-4.3%,7.7%,20.6µM*,6.9%,9.4%,-10.3%,?
CCN(CC)S(=O)(=O)c1ccc(NCCc2ccccn2)nc1,-0.2%,-9.1%,-0.1%,3.6%,-16.5%,11.0%,1.2%,-1.0%,3.5%
COc1ccc(-c2noc(CCC(=O)O)n2)cc1,2.2%,-5.2%,8.1%,11.6%,10.4%,-2.0%,19.0%,2.8%,8.2%
CCC(C)Oc1nc2c(c(=O)n(C)c(=O)n2C)n1C (stereo not drawn),-7.2%,-6.4%,5.4%,-6.5%,?,13.6%,22.7%,4.1%,?
O=C(NCc1cc([N+](=O)[O-])ccc1O)c1cc(-c2ccncc2)nc2ccccc12,-12.7%,-16.5%,-19.2%,7.4%,21.6%,-2.7%,15.5%,-19.0%,8.0%
CC1CN(C(=O)c2cccc(S(=O)(=O)Nc3cc(Cl)ccc3Cl)c2)CC(C)O1 (stereo not drawn),-6.6%,3.2%,3.7%,-5.0%,-16.2%,-1.0%,-9.9%,-1.9%,1.9%
CCOC(=O)[C@H]1[C@H]2COc3ccc(C)cc3[C@@H]2N2C(=O)c3cc(Br)ccc3NC(=O)[C@@]12C,8.8%,?,-11.2%,?,?,0.8%,?,-10.9%,?
COc1cc(C(=O)N(Cc2cc3ccccc3[nH]c2=O)CC2CCCO2)cc(OC)c1OC (stereo not drawn),-0.2%,-4.3%,1.4%,21.5%,-14.1%,-2.9%,-0.3%,15.3%,-5.3%
COc1ccc(CNC(=O)[C@H](CCSC)NC(=O)N2CCn3c2nc2ccccc23)cc1,-14.8%,-1.7%,-1.6%,-18.7%,-1.2%,16.1%,5.01µM*,0.6%,7.2%
CC(C)(O)C(=O)NNC(=S)Nc1cccc(C(F)(F)F)c1,-4.6%,-10.5%,6.3%,?,1.6%,1.8%,-2.1%,-1.0%,5.2%
Cn1nc(C(C)(C)C)cc1C(=O)NCc1ccc2c(c1)OCO2,5.9%,-7.4%,?,2.6%,?,3.3%,-28.9%,?,0.0%
Cc1ccccc1-c1nc(C(=O)NCC2CCCO2)cc2c1[nH]c1ccccc12 (stereo not drawn),-18.7%,?,-18.6%,10µM*,?,?,10µM*,-4.4%,?
CCOc1ccccc1NC(=O)C(CC)Sc1nc2ccncc2[nH]1 (stereo not drawn),-23.4%&7.1%,-4.6%,-8.4%,-2.8%&-3.5%,5.5%&26.0%,4.9%,15.7%&6.5%,-11.5%,-1.9%&-11.5%
CCC(C)NC(=O)CC(NS(=O)(=O)c1ccc(Cl)cc1)c1ccco1 (stereo not drawn),-1.3%,-8.2%,7.9%,-17.1%,?,6.2%,1.1%,14.5%,-6.2%
CN(C)C(=O)COc1ccc2c3c(c(=O)oc2c1)CCCC3,-11.2%,-2.6%,9.4%,11.4%,6.5%,6.2%,16.2%,10.2%,0.4%
CSc1cccc(NC(=O)Cn2c(=O)n(Cc3ccccc3)c(=O)c3sc4ccccc4c32)c1,0.0%,.,.,22.1%,-5.9%,1.1%,14.2%,.,0.5%
CC(NC(=O)c1ccccc1NC(=O)CSc1nnnn1C)c1ccccc1 (stereo not drawn),-3.3%,-5.5%,9.8%,6.1%,?,8.1%,0.8%,0.3%[9.24 µM],14.8%
CC(=O)c1ccc(OCc2cc(C(=O)N(C)C3CCOC3)no2)cc1 (stereo not drawn),0.9%,-0.8%,-4.6%,10.0%,?,2.5%,6.1%,-0.1%,?
Cc1noc(C)c1S(=O)(=O)Nc1ccc(C(=O)NC2CCCCC2C)cc1 (stereo not drawn),-9.4%,-5.2%,-1.1%,4.2%,10.7%,2.8%,-16.2%,4.8%,-3.2%

Two records picked at random from the list so far:
mol,HEK293 tox,SW480 rerep,HT1080-NT tox,TDP-43 yeast inh,KB-V1 MDR tox,GLP-1R agonist,GLP1R inv ag,HT1080 IDH1KD tx,KB-3-1 cytotox
CCC(C)Oc1nc2c(c(=O)n(C)c(=O)n2C)n1C (stereo not drawn),-7.2%,-6.4%,5.4%,-6.5%,?,13.6%,22.7%,4.1%,?
CN(C)C(=O)COc1ccc2c3c(c(=O)oc2c1)CCCC3,-11.2%,-2.6%,9.4%,11.4%,6.5%,6.2%,16.2%,10.2%,0.4%

Some entries already given, showing only HT1080 IDH1KD tx, GLP-1R agonist and KB-V1 MDR tox.
molecule | HT1080 IDH1KD tx | GLP-1R agonist | KB-V1 MDR tox
Cn1nc(C(C)(C)C)cc1C(=O)NCc1ccc2c(c1)OCO2 | ? | 3.3% | ?
Cc1ccccc1-c1nc(C(=O)NCC2CCCO2)cc2c1[nH]c1ccccc12 (stereo not drawn) | -4.4% | ? | ?
CCOc1ccccc1NC(=O)C(CC)Sc1nc2ccncc2[nH]1 (stereo not drawn) | -11.5% | 4.9% | 5.5%&26.0%

(list continues)
mol,HEK293 tox,SW480 rerep,HT1080-NT tox,TDP-43 yeast inh,KB-V1 MDR tox,GLP-1R agonist,GLP1R inv ag,HT1080 IDH1KD tx,KB-3-1 cytotox
Brc1ccc(CN2CCCCCC2)cc1,5.5%,-7.9%,18.5%,-7.1%,4.4%,0.3%,-0.8%,15.8%,-2.6%
CCOC(=O)C1CCN(Cc2nnc(-c3ccccc3C)o2)CC1,3.5%,-3.0%,10.7%,-3.3%,-6.5%,-3.7%,16.0%,9.0%,-4.6%
CCN1CCCC1CNC(=O)c1ccc2c(c1)NC(=O)/C(=C\c1ccccc1F)S2 (stereo not drawn),?,.,?,-0.4%,-4.6%,-0.5%,11.2µM*,?,-24.6%
O=C1N/C(=C/c2cccn2-c2ccc(F)cc2)C(=O)N1Cc1ccccc1F,7.5%,-1.5%,-17.9%,-14.3%,2.6%,8.5%,-2.0%,?,-0.1%
CCOC(=O)c1c(Nc2ccccc2)nnc(-c2ccccc2)c1-c1ccccc1,-2.9%,.,.,7.2%,0.0%,-1.3%,?,.,?
COC(=O)c1ccccc1NC(=O)c1cc2sccc2n1C,3.0%,3.1%,-3.6%,0.0%,-22.9%,16.2%,1.2%,2.3%,-1.6%
CC(CC(=O)N1CCN(c2ccc(C(F)(F)F)cn2)CC1)n1ccnc1 (stereo not drawn),0.2%,-80.0%[inhibitor],-3.1%,-24.5%,-20.3%,2.6%,-7.3%,3.2%,0.0%
COc1ccc2c(c1)c(C(=O)N/N=C/c1ccccc1Cl)c(C)n2C,-0.9%,5.2%,-2.0%,-6.5%,-3.3%,8.6%,-17.5%,4.2%,?
COc1ccccc1CCNC(=O)CSc1nnc2ccc(-c3cccnc3)nn12,4.1%,-7.2%,7.8%,-7.1%,7.5%,7.4%,15.9%,5.1%,14.2%
Cc1cccc(N2CCN(C(=O)CCCSc3nc4ccccc4[nH]3)CC2)c1C,-16.4%,3.5%,?,?,5.8µM*,0.8%,-28.9%,?,-12.0%
O=c1c2oc3ccccc3c2n(Cc2ccccc2)c(=O)n1Cc1ccco1,-3.7%,.,.,-10.9%,0.0%,.,3.7%,.,-3.2%
COc1cc(NC(=O)CN2C(=O)COc3ccc(S(=O)(=O)N4CCCC4)cc32)cc(OC)c1,-8.3%,?,-3.7%,-12.5%,-4.1%,-2.0%,-27.5%,-1.8%,6.8%
CC(=O)c1ccc(OC(=O)C(CCS(C)(=O)=O)N2C(=O)c3ccccc3C2=O)cc1 (stereo not drawn),2.3%,3.2%,0.1%,-11.1%,13.5%,-7.8%,0.0%,-2.1%,1.3%
CCOC(=O)Cn1c(=O)oc2ccc(C)cc21,12.2%,-2.3%,9.9%,17.5%,-0.1%,1.2%,-2.8%,8.6%,-2.7%
O=C(CCS(=O)(=O)c1ccc(Br)cc1)N1CCN(c2ccc(Cl)cc2)CC1,5.7%,4.5%,13.8%,-1.9%,5.8µM*,5.1%,0.0%,-0.4%,5.3%
O=C(CN1CCN(Cc2ccccc2)CC1)NCCc1ccccc1,-27.2%,-1.7%,-1.0%,3.6%,0.0%,6.2%,-26.6%,20.0%,1.5%
O=C(Nc1cc2c3c(c1)CC(=O)N3CCC2)c1ccc(Br)o1,-8.9%,-1.1%,1.9%,-17.8%,?,6.3%,46.0%[activator],7.1%,16.2%
COc1ccc(-c2cc(NCCc3ccncc3)n3ncnc3n2)cc1,9.4%,4.2%[9.22 µM],-5.2%,4.8%,3.7%,11.9%,32.2%[activator],1.8%,21.8%
